NPYLR7 ag = mosquito NPYLR7 agonism; activation, % at 10 µM; HEK293T NPYLR7/Galpha15, GCaMP6s calcium fluorescence; hit rate 0.15% among 270,000; in the data active means activation above about 40%;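 further: 0% = vehicle and 100% = reference agonist at the receptor; some compounds past the cut are filed as inactive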
hcGAS lum = human cGAS inhibition. Q8N884. recombinant h-cGAS, ATP depletion, Kinase-Glo luminescence. inhibition, % at 12.5 µM. hit rate 0.081% among 290,000. AID 1259398;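 further: 0% = vehicle reaction and 100% = reaction without DNA for no activity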
Target sequence (Q8N884 whole entry, looked up): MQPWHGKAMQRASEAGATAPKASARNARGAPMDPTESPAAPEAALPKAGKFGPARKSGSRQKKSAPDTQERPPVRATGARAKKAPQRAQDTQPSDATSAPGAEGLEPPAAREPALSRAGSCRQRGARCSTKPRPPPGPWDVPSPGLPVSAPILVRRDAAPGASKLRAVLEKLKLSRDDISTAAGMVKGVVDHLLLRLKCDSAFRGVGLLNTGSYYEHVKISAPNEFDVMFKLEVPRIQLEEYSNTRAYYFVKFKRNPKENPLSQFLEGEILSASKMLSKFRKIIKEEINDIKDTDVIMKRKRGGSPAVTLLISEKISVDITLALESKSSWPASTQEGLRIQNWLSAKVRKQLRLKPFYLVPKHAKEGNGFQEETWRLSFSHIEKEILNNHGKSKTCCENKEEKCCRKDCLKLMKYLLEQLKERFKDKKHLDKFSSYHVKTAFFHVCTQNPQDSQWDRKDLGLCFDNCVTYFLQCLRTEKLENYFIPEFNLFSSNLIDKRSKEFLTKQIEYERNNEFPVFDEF
mcGAS lum = mouse cGAS inhibition by luminescence; Q8C6L5; recombinant cGAS, Kinase-Glo ATP depletion luminescence; hit rate 0.15% among 160,000; inhibition, % at 12.5 µM;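 further: 0% = negative control wells and 100% = reference inhibitor with no enzyme activity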
An asterisk follows results filed as active; . = not tested or not shown; & = joins results of further samples. Unless noted, no stated cut-off is given here; in the data, active means inhibition above about 40%; inactive means the rest.

compound | NPYLR7 ag | hcGAS lum | mcGAS lum
COC(=O)c1ccc(CN2C(=O)C(C)ON=C2c2cnccn2)o1 (stereo not given) | 7 | -5 | .
Cc1nonc1CN(C)C(=O)c1cc(C(C)C)on1 | 11 | 1 | -13
Cc1cccc(Cn2c(NCCO)nc3c2c(=O)[nH]c(=O)n3C)c1 | -7 | 5 | .
COc1cccc(COC2CN(CCc3ccccc3)C(=O)CN(C(=O)c3cncs3)C2)c1 (stereo not given) | 7 | -1 | -14
CCOc1ccc(-c2cc(-c3nc(-c4cccs4)no3)[nH]n2)cc1Cl | 9 | -3 | -6
COc1ccc(OC)c2c1c(C)cc(=O)n2CC(=O)O | -9 | 0 | .
CN(Cc1ccc(C(N)=O)cc1)c1ncccc1C#N | -1 | -5 | -2
CCC(O)c1ccccc1 (stereo not given) | -25 | -1 | .
Cc1ccc(NC(=O)CC(=O)N(C)CCc2noc(C(C)C)n2)cc1 | -2 | -4 | -20
O=Cc1cccc(-c2nccnc2NCC2CCCCC2)c1 | -6 | -5 | -1
Cc1nc(SCC(=O)N(C)Cc2ccsc2)c(C(N)=O)c(C)c1C | 1 | -3 | .
Cc1nc(C(=O)NC(C)C(C)(C)C)c2n1CCCC2 (stereo not given) | 3 | -4 | .

compound | NPYLR7 ag | hcGAS lum | mcGAS lum
Cc1cccc(N(C)c2cc(Nc3cccc(C(=O)NCCCO)c3)ncn2)c1 | -1 | -6 | 0
N#CC1C(=O)NC2(CCCCC2)N(c2ccccc2)C1=S (stereo not given) | 4 | -4 | -7
O=C(Nc1cccc(Cc2ccccc2)c1)Nc1cccc2[nH]c([C@@H]3O[C@H](CO)[C@@H](O)[C@H](O)[C@H]3O)nc12 | 21 | -6 | -5
Cc1nc2ccccc2nc1CN1CCOc2ccc(C(O)Cc3ccccc3)cc2C1 (stereo not given) | 17 | -3 | .
COc1cccc(C(=O)N2C(C(=O)NC3CC3)COC23CCN(C(=O)CC(C)(C)C)CC3)c1 (stereo not given) | 5 | -6 | -5
O=C(O)c1cc(S(=O)(=O)NCc2ccncc2)c(Cl)cc1Cl | -2 | -4 | .
CCc1n[nH]c2c1CN(C(=O)c1cc(=O)n(C)c(=O)n1C)CC2 | 3 | -5 | .
Cc1ccc(Cc2nsc(N3CCCN(C(=O)Nc4ccc(Cl)cc4Cl)CC3)n2)cc1 | 9 | -12 | -6
COCCCNC(=O)C(C1CCCC1)N1CCN(C(=O)c2ccc(Cl)cc2)CC1 (stereo not given) | -9 | -4 | -3
C=CCNS(=O)(=O)c1ccccc1F | 3 | -8 | .
CN(Cc1ccccc1)C(=O)C1(C)CCN1C(=O)c1ccccc1 (stereo not given) | 15 | -10 | -5
Cn1c(=O)n(CC=Cc2ccccc2)c(=O)c2c1nc1n2CCCN1c1ccccc1 | 7 | -7 | -6

compound | NPYLR7 ag | hcGAS lum | mcGAS lum
COc1ccc(-c2cc(C3CC3)nc3sc4c(N)ncnc4c23)cc1 | -1 | -2 | .
Cn1cc(CN2CCCC2c2nccs2)c(-c2ccc3c(c2)OCCO3)n1 (stereo not given) | 2 | -11 | .
C[C@@H]1OC(O[C@H]2[C@H](OC(=O)[C@]34CCC(C)(C)CC3C3=CCC5[C@@]6(C)CC[C@H](OC7O[C@@H](C)[C@H](O[C@@H]8OC[C@@H](O)[C@H](O)[C@H]8O)[C@@H](O)[C@H]7O)C(C)(C)C6CC[C@@]5(C)[C@]3(C)CC4O)OC[C@H](O)[C@H]2O)[C@H](O)[C@H](O)[C@H]1O[C@@H]1O[C@H](CO)[C@@H](O)[C@H](O)[C@H]1O (stereo not given in full) | 54* | -1 | .
Cc1ccc(C)c(C(=O)N2CCCC(C(=O)N3CCN(C)CC3)C2)c1 (stereo not given) | 2 | -1 | .
COc1cccc2c1C(=O)c1c(O)c3c(c(O)c1C2=O)C[C@@](O)(C(C)=O)C[C@@H]3OC1CC(N)C(O)C(C)O1 (stereo not given in full) | -3 | 61* | .
Cc1nnc2n1C(C)CN(C(=O)CCC(=O)N1CCCCCC1)C2 (stereo not given) | . | -9 | -6
COc1ccc(N=Cc2c(Nc3ccc(Cl)cc3)nc3c(C)cccn3c2=O)cc1 | -5 | -4 | -9
Cc1nc2ncnn2c(C)c1CCC(=O)Nc1nc(-c2ccccc2Cl)cs1 | -1 | 0 | -2
CCOC(=O)CNC(=O)N(CCOC)CC(=O)N(CCc1c[nH]c2ccccc12)Cc1ccccc1OC | 1 | -6 | -4
O=C1c2cccc3cccc(c23)C(=O)N1CCCN(C(=O)c1ccc(Br)cc1)c1cccc2ccccc12 | 8 | -10 | -5
Cc1nn(C(C)C)c(C)c1NS(=O)(=O)Cc1cccc(F)c1 | 7 | -11 | .
Cc1cccc(Oc2cnn(-c3cccc(Cl)c3)c(=O)c2Nc2cccc(C(=O)NCC3CCCO3)c2)c1 (stereo not given) | 0 | -1 | 1

compound | NPYLR7 ag | hcGAS lum | mcGAS lum
CC(=O)c1ccc(S(=O)(=O)N2CCCC(C(=O)c3cccc(OC(C)C)c3)C2)cc1 (stereo not given) | -2 | 8 | -2
Cn1ncc2c(=O)n(CC(=O)NCC(c3ccccc3)c3ccccc3)cnc21 | 1 | -2 | -4
CCOC(=O)C1(Cc2ccc(OC)cc2)CCN(C(=O)CN2C(=O)CSC2=O)CC1 | 11 | -2 | -4
CCCCN(Cc1ccc(OS(C)(=O)=O)cc1)S(=O)(=O)c1ccc(C(C)(C)C)cc1 | 24 | -3 | -5
COc1ccc(C(C)C)cc1CN1CCN(C(=O)C2CCN(C(=O)OC(C)(C)C)CC2)CC1 | -8 | -4 | -6
COCc1ccccc1NC(=O)N1CCCCCC1 | 0 | -16 | -7
COc1ccc(NC(=O)c2cc(Br)c[nH]2)c(OC)c1 | 11 | -17 | .
CC(C)(O)C#Cc1ccc(CN2CCn3cncc3C2)s1 | 1 | 0 | 17
CCc1nc2c(OCc3ccc(F)c(F)c3)cccn2c1N(C)C(=O)c1ccco1 | 6 | -5 | -2
C=C(C)COc1ccccc1C(=O)NCc1ccnn1C | 1 | -5 | .
COCC(=O)N1N=C(c2cccc(NS(C)(=O)=O)c2)CC1c1ccccc1F (stereo not given) | . | -10 | -10
Nc1cc(S(N)(=O)=O)ccc1Cl | 8 | -3 | -3

compound | NPYLR7 ag | hcGAS lum | mcGAS lum
CCc1ccc(C2CC(=O)Nc3cc(O)c(C)cc32)o1 (stereo not given) | 14 | -6 | .
COCc1cc(N2CCN(c3ccccc3F)CC2)nc(SCc2cccc(C(=O)NCc3ccco3)c2)n1 | 5 | -1 | -4
CCc1nnc(CN2CCc3onc(C(c4ccccc4)c4ccccc4)c3C2)o1 | 1 | -4 | -17
COC(=O)C(NC(=O)C(C)(C)C)=C(Cl)Cl | 1 | -6 | .
O=C(Nc1ccc(-c2ccnc(Nc3ccc(N4CCOCC4)cc3)n2)cc1)[C@@H]1CCCN1 | 6 | -9 | -10
Cc1nc2sccn2c(=O)c1NC(=O)C1CC1 | 11 | -5 | -8
O=C1CN(C(=O)c2cc(C3CC3)nc3ccccc23)CCN1 | 1 | -13 | .
C=CCn1c(=O)c2ccccc2n(CC(=O)NC2CC2)c1=O | -8 | -2 | -1
CCCNc1ncc(CN2CCN(C)C(C(=O)O)C2)cn1 (stereo not given) | -2 | 4 | .
C=CCn1c(=O)c2c(nc3n(CCCN4CCOCC4)c(C)cn23)n(C)c1=O | -7 | -9 | .
O=C1NC2(CCN(C(=O)c3ccc(F)cc3)CC2)Nc2cccc(Cl)c21 | 1 | 2 | -1
Cc1cnc(C(=O)N2Cc3cnn(Cc4ccc(F)cc4)c3C2)cn1 | 4 | -2 | .

compound | NPYLR7 ag | hcGAS lum | mcGAS lum
O=C(O)c1cc(=O)n(CN2CCOCC2)c(=O)[nH]1 | -3 | 6 | .
O=C(CC(=O)N(Cc1cccnc1)C[C@@H]1CCC(=O)N1)Nc1ccc(F)c(Cl)c1 | 7 | -2 | -5
CC(=O)NCc1ccc(C(=O)OCC2CCN(c3ccccc3)C2)o1 (stereo not given) | 2 | -6 | .
Cc1ccc(S(=O)(=O)Nc2ccc3oc4c(c3c2)C(=O)CCC4)cc1[N+](=O)[O-] | -7 | -3 | -9
CC(C#N)c1cccc(C(=O)N2CCN(Cc3cccc(-c4noc(-c5cccc(Cl)c5)n4)c3)CC2)c1 (stereo not given) | 5 | -4 | -5
CCn1c(SCc2cccc(C)c2)nc2c(c1=O)SCC2 | 0 | -10 | -7
Cc1ccc(C(=O)N(CC(=O)Nc2nc(CC(=O)NC(C)c3ccccc3)cs2)C2CC2)cc1 (stereo not given) | 11 | -8 | -6
Nc1nc(Cl)cc(NCC(O)c2cccc(Cl)c2)n1 (stereo not given) | 4 | -5 | .
Cc1ccccc1-c1nc(CN(C)C2CCOC2)c(C)o1 (stereo not given) | 4 | -3 | .
NS(=O)(=O)c1ccc(N=C2NC(=O)C(CC(=O)O)S2)cc1 (stereo not given) | 3 | 7 | .
COc1cc(C2Nc3ccccc3-c3nc4ccccc4n32)ccc1O (stereo not given) | -6 | 0 | .
c1ccc(C2CCCCN2Cc2ccc(-c3cccnc3)cc2)nc1 (stereo not given) | 2 | -2 | -7

Four structures from above, ordered by count of non-hydrogen atoms, smallest number first:
compound | NPYLR7 ag | hcGAS lum | mcGAS lum
Nc1nc(Cl)cc(NCC(O)c2cccc(Cl)c2)n1 (stereo not given) | 4 | -5 | .
NS(=O)(=O)c1ccc(N=C2NC(=O)C(CC(=O)O)S2)cc1 (stereo not given) | 3 | 7 | .
c1ccc(C2CCCCN2Cc2ccc(-c3cccnc3)cc2)nc1 (stereo not given) | 2 | -2 | -7
O=C(CC(=O)N(Cc1cccnc1)C[C@@H]1CCC(=O)N1)Nc1ccc(F)c(Cl)c1 | 7 | -2 | -5

Three successive records out of the list so far, for reference:
compound | NPYLR7 ag | hcGAS lum | mcGAS lum
NS(=O)(=O)c1ccc(N=C2NC(=O)C(CC(=O)O)S2)cc1 (stereo not given) | 3 | 7 | .
COc1cc(C2Nc3ccccc3-c3nc4ccccc4n32)ccc1O (stereo not given) | -6 | 0 | .
c1ccc(C2CCCCN2Cc2ccc(-c3cccnc3)cc2)nc1 (stereo not given) | 2 | -2 | -7

The listing continues.
compound | NPYLR7 ag | hcGAS lum | mcGAS lum
Cc1ccc(S(=O)(=O)N2CCN(c3nc(C)nc4sc5c(c34)CCCC5)CC2)cc1 | -5 | -5 | -8
Cc1cc(C)c(CN2C[C@H](O)[C@@H](N3CCN(C)CC3)C2)c(-n2cccn2)c1 | . | -7 | -16
CC1CCC2(CC1)OCC(C(=O)NCC1CCCO1)N2C(=O)c1ccccc1Cl (stereo not given) | -1 | -2 | -4
CC(C)[C@@H]1C[C@@H]2C[C@H](N(CC(=O)O)C(=O)C3CCC3)C[C@@H]2CO1 | 17 | -2 | -5
COc1ccc(S(=O)(=O)NCC2CCCO2)cc1N1CCN(S(=O)(=O)c2ccc(Cl)cc2)CC1 (stereo not given) | 4 | -11 | -8
CCOC(=O)C1(Cc2ccccc2C)CCCN(C(=O)CSC)C1 (stereo not given) | -5&-11 | -7&-1 | -9&-3
CN(C)C(CN1C(=O)c2cc(Br)ccc2S1(=O)=O)c1cccc(F)c1 (stereo not given) | 2 | -5 | .
Cc1ncc2c(c1-c1nnn(C[C@]3(O)CCCN4CCCC[C@@H]43)n1)CCC2 | 3 | -10 | .
Cc1ccc(-n2c(C)cn3c4c(=O)n(CC(C)C)c(=O)n(C)c4nc23)c(C)c1 | 3 | 2 | -8
Cc1cnc(C2CCN(S(C)(=O)=O)C2)n1C(C)C (stereo not given) | . | -21 | -8
CCOCCCN(CC(=O)N(Cc1ccccc1)Cc1ccc(C)s1)C(=O)Nc1ccc(C#N)cc1 | 26 | -3 | -4
COc1ccccc1N1CCN(c2ccc(NC(=O)c3ccc(Br)cc3)cc2C(=O)NC(C)c2ccccc2)CC1 (stereo not given) | -2 | 3 | 1

compound | NPYLR7 ag | hcGAS lum | mcGAS lum
O=S(=O)(C1=C(O)c2ccccc2CC1)c1ccccc1 | -1 | 1 | .
CCN1CCN(c2nc3c(c(=O)[nH]c(=O)n3C)n2CCSc2nc3ccccc3s2)CC1 | 11 | -7 | .
C=CCN(CC(=O)N1CCc2sccc2C1c1ccc(Cl)cc1Cl)C(=O)CCl (stereo not given) | -7 | -17 | -2
O=C(Nc1nncs1)NC1CCN(Cc2ccccc2)CC1 | 4 | -9 | -9
Cc1c(-c2ccc(F)cc2)[nH]c2ccc(CNC(=O)C3CCOCC3)cc12 | . | -4 | -14
Cc1nc(N2CCN(CCO)CC2)nc2c1C(=O)CC(/C=C/c1ccccc1)C2 (stereo not given) | -15 | -3 | .
O=Cc1cc(Br)c(Sc2ncccn2)o1 | 0 | -2 | 15
CCc1nc2c(OCC(=O)c3ccc(Cl)cc3Cl)cccn2c1N(C)C(C)=O | 16 | -7 | -3
O=C(CCN1C(=O)NC2(CCCCC2)C1=O)Nc1nc(-c2cccs2)cs1 | 11 | 2 | .
Cc1cccc(C(=O)N2CCCC(C(=O)c3ccc(-c4ccccc4)cc3)C2)n1 (stereo not given) | -2 | -4 | .
C=C(Br)CN1CCC(CCN(C)C)CC1 | 1 | -4 | .
CCc1nc2n(n1)C(=O)C(C(c1ccc(F)cc1)N1CCC(C(N)=O)CC1)S2 (stereo not given) | 0 | 3 | 1
Cn1cc(CNC(=O)c2ccc(OC3CCN(S(C)(=O)=O)CC3)c(Cl)c2)cn1 | 6 | -6 | .
COc1ccc(CNC(=O)c2ccc(-c3cnn(C)c3)c3ccoc23)cc1OC | 3 | -10 | -8

Random draw from the library; overall some 0.29% were active at least once.
